KB-3-1 cytotox: KB-3-1 parental cell cytotoxicity. 1.4% of 400,000 active. Potency, µM (series often up to 46.1 µM), for inactives: top-dose activity change, negative = cytotoxic, hits mostly cytotoxic. KB-3-1 viability, CellTiter-Glo ATP luminescence, 72 h; also: potency is read from the fitted curve at half-maximal effect; % is scaled to controls: 0 for no effect and ±100 for the full control effect; nearly all actives have a fitted effect of over 60% in size
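72 h, 37 °C compound treatment of KB-3-1 parental cells; CellTiter-Glo added, 10 min, luminescence read. Data corrected against DMSO-only plates and normalized before curve fitting.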
DRD3 agonist: D3 dopamine receptor (human) agonism; D3R DiscoveRx beta-arrestin cells, luminescence, 90 min; max activation, %; 0.58% of 410,000 active; AID 652048; in the data active = max activation above about 30%; also: 0% is about no effect; mostly tested at two doses, the higher about 12 µM
Target sequence (P35462 whole entry, looked up): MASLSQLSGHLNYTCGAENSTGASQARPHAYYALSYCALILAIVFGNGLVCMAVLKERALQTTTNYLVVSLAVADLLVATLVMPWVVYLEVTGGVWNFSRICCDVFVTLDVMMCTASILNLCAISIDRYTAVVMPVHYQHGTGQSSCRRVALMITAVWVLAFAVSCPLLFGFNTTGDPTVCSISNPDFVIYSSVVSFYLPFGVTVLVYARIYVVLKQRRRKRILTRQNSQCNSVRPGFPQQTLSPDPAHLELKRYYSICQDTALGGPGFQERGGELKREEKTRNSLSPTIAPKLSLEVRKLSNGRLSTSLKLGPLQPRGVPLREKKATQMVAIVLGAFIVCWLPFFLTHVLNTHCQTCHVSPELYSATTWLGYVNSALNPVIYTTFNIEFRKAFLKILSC
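Cells at 1500/well, incubated overnight, then treated with pinned compounds (dopamine as control) for 90 min at 37 degrees C. DiscoveRx reagent added for 30 - 60 minutes at room temperature; luminescence read.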
HT1080-NT tox: kills 2HG-producing HT-1080-NT fibrosarcoma cells | HT-1080-NT fibrosarcoma viability, CellTiter-Glo ATP luminescence, 48 h | Potency, µM (titrated, usually from 46.1 µM), without a hit: at the highest dose activity, negative = less viability, hits mostly cytotoxic | 1.6% of 360,000 active;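 also: NT is the 2HG producing partner of a matched IDH1 knockdown line; potency is read from the fitted curve at half-maximal effect; 0% = DMSO-treated cells and -100% = media-only wells without cells; nearly all actives have a fitted effect of over 55% in size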
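Read-out is CellTiter-Glo luminescence after 10 minutes at room temperature, following 48 hours' compound treatment of HT-1080-NT cells (750 cells/well, RPMI, 5% FBS, 37 degrees C).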
HT1080 IDH1KD tx: toxicity to HT-1080 IDH1 knockdown cells (counter line); HT-1080 IDH1 knockdown viability, ATP luminescence, 48 h; Potency, µM (series often up to 46.1 µM), for inactives: at the top dose activity, negative = toxicity, most hits filed as cytotoxic; 2% of 360,000 active; AID 686971;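 also: potency is read from the fitted curve at half-maximal effect; 0% = DMSO wells and -100% = cell-free medium wells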
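CellTiter-Glo luminescence after 48 h compound exposure at 37 degrees C of IDH1-knockdown HT-1080 cells in 5% FBS RPMI. %Activity scaled between DMSO wells and cell-free media wells, with curves fitted and assigned curve classes.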
HEK293 tox: cytotoxicity counter-screen for GLP-1 receptor inverse agonists; AID 624418; HEK293 cAMP-luciferase reporter cells, luminescence, 24 h; 0.13% of 410,000 active; Potency, µM (top dose mostly 38.3 µM), for inactives: at the top dose activity change, negative = inhibition, usual class: inhibitors;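 also: loss of luciferase light is scored as toxicity; potency is read from the fitted curve at half-maximal effect; % is scaled to controls: 0 for no effect and ±100 for the full control effect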
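Here, cytotoxicity is scored as loss of luminescence. The MLSMR collection was tested on cells seeded in medium containing 10% Nu serum, with a 24 hr compound exposure preceded by 12 hours of culture.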
IL1B secr inh: blocks inflammasome-driven IL-1 beta release. THP-1 LPS/ATP IL-1B secretion, AlphaLISA, 16 h; hits give low values. 4.7% of 360,000 active. activity change, % at 57.5 µM; in the data active = activity change below about -50%; inconclusive = mostly about -30% to -49%; also: % is scaled to controls: 0 for no effect and ±100 for the full control effect
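Secreted IL-1B measured by AlphaLISA bead assay after 16 h compound exposure of THP-1 cells; compounds (final up to 57.5 uM) added 1 h before LPS (250 ng/mL) and ATP (1.25 mM) stimulation; lower signal means less secretion.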
MCF10A rerep: DNA re-replication induction in MCF 10a cells | AID 624296 | MCF 10A DNA re-replication, Hoechst nuclear intensity, 48 h | Potency, µM (highest dose often 46.1 µM), for the others: at the top dose activity, positive = re-replication, usual class: activators | 2.9% of 350,000 active; also: potency is read from the fitted curve at half-maximal effect; % of control where 0% means no effect; nearly all actives have a fitted effect of over 50% in size
SW480 rerep: inducers of DNA re-replication in SW480 colon cancer cells. SW480 DNA re-replication, Hoechst DNA content imaging, 48 h. AID 624297. 1.8% of 340,000 active. Potency, µM (top dose mostly 46.1 µM), for the others: at the top dose re-replication activation, most hits filed as activators; also: potency is read from the fitted curve at half-maximal effect; % of control where 0% means no effect; nearly all actives have a fitted effect of over 55% in size
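Per well, 250 cells were exposed to pinned compound for 48 hr. Nuclear DNA was visualised with Hoechst (40 min, 37 C) and total object intensity recorded by fluorescence scanning.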
KB-V1 MDR tox: KB-V1 MDR subline cytotoxicity; KB-V1 MDR cells viability, CellTiter-Glo, 72 h; Potency, µM (series often up to 46.1 µM), for the others: top-dose activity change, negative = cytotoxicity, actives largely listed as cytotoxic; 3.4% of 400,000 active; AID 1347076; also: potency is read from the fitted curve at half-maximal effect; % is scaled to controls: 0 for no effect and ±100 for the full control effect; nearly all actives have a fitted effect of over 60% in size
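Potencies derive from concentration-effect curves fitted to normalized luminescence (CellTiter-Glo) of KB-V1 cells treated for 72 h at 37 degrees C in phenol-red-free DMEM containing 10% FBS.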
An asterisk follows results filed as active; ? = inconclusive; / = no result given; [ ] = remark or other dose. Unless noted, calls follow the shape of the dose curve; as a rule, active = well fitted curve in the direction sought with a large enough effect; inconclusive = small, poorly fitted or top-dose-only effect, or another doubt; inactive = no such curve, though single readings can be large; an effect the other way counts as inactive or inconclusive.

SMILES	KB-3-1 cytotox	DRD3 agonist	HT1080-NT tox	HT1080 IDH1KD tx	HEK293 tox	IL1B secr inh	MCF10A rerep	SW480 rerep	KB-V1 MDR tox
Cc1cc(OCC(=O)N2CCCN(C)CC2)ccc1Cl	-4.2%	-2.9	10.9%	8.0%	21.7%	-9.9	14.2%	?	-16.2%
COc1ccc(/C=C2\C(=O)NC(=S)N(C)C2=O)cc1C	-4.6%	4.7	-4.0%	-6.4%	-0.6%	-0.8	11.0%	4.0%	10.7%
Cc1cc(Cl)ccc1N(CC(=O)N=Nc1c(O)[nH]c2ccccc12)S(C)(=O)=O	5.3%	-0.3	-1.3%	-26.4%	?	-22.7	-1.9%	2.1%	-18.2%
Clc1ccc(Cc2nn3c(Cn4nnc5ccccc54)nnc3s2)cc1	1.6%	17.2	-4.3%	?	-8.8%	-1.4	12.8%	-2.1%	4.11µM*
CCOc1cc(C=C2C(=O)NC(=S)NC2=O)ccc1O	-1.0%	7.2	0.3%	10.6%	2.0%	-2.8	0.5%	-11.0%	0.0%
COc1ccccc1NC(=O)COC(=O)c1cn(C)c2ccccc12	-13.2%	-6.8	-1.2%	5.2%	-18.1%	-3.7	8.7%	-5.1%	9.2µM*
CCN1C(=NCCOC)N[C@@H](c2cccc(F)c2)C(C(=O)OC)=C1C	-0.4%	-15.3	-9.6%	-0.9%	-11.7%	-10.2	-30.6%[inhibitor]	-24.1%[9.22 µM]	?
c1cncc(C2CC(c3cccs3)n3ncnc3N2)c1 (centres undefined)	-4.6%	4.2	10.4%	3.4%	-16.7%	27.9	-3.6%	-4.2%[9.22 µM]	23.8%
COc1ccc(C(C)=O)cc1Cc1c(O)[nH]c(=S)[nH]c1=O	?	7.7	3.8%	15.0%	-4.4%	-6.7	-2.1%	-22.7%	?
CCOC(=O)c1cccc(C2=C(CNC(=O)c3ocnc3C)[C@H]3CC[C@@H](C2)N3Cc2ccccc2)c1	-2.7%	-12.4	0.2%	-9.1%	2.8%	33.3	/	/	6.4%
CCOC(=O)C1(CCOc2ccccc2)CCN(C(C)CSC)CC1 (centres undefined)	-3.9%	-13.7	-14.9%	-3.9%	-24.6%	12.1	13.1%	16.4%	5.9%
COC(=O)C1=C(c2ccc(OC(F)(F)F)cc2)C[C@@H]2CC[C@H]1N2C(=O)N1CCCC1	?	-1.1	?	-8.2%	0.6%	-1.3	-6.8%	-4.7%	7.8%
COC(=O)c1ccc(N2C(=O)CC(N3CCC(n4c(=O)[nH]c5ccccc54)CC3)C2=O)cc1 (centres undefined)	9.1%	-1.1	-2.2%	-0.7%	58.4%[activator]	-1.6	-8.4%	5.7%	-6.7%
CNC(=S)N=Nc1c(O)[nH]c2ccc(C(C)C)cc12	?	-12.9	1.4%	-1.5%	?	0.0	2.8%	-33.2%	20.6µM*
CCC(=O)Nc1ccc(C(=O)NNC(=O)c2cc([N+](=O)[O-])cc([N+](=O)[O-])c2)cc1	24.1%	-3.6	-0.1%	5.1%	-0.1%	16.0	11.3%	-39.3%[inhibitor]	26.8%
O=C1C2C3CCC(O3)C2C(=O)N1CCO (centres undefined)	-1.3%	-2.2	-3.5%	10.6%	15.1%	-5.6	14.3%	0.6%	-10.6%
O=C(NC1CCCCC1)N1Cc2cc(N3CCCCC3)ccc2-n2nncc2C1	0.0%	5.9	9.7%	13.2%	1.3%	-7.5	/	/	7.0%
COc1ccc(-n2c(Cc3cccc([N+](=O)[O-])c3)nc3ccccc3c2=O)cc1	4.6%	-2.6	-1.9%	-0.5%	15.1%	-0.8	1.0%	-2.0%	8.9%
O=C(O)c1ccccc1N=Nc1c(O)[nH]c(=O)[nH]c1=O	-8.8%	-0.1	4.8%	-1.5%	-15.1%	-10.8	-0.6%	-19.8%	-10.9%
Cc1ccc(N2CCN(C(=O)c3cn(CC4CCCCC4)nn3)C(C)C2)cc1 (centres undefined)	-2.4%	-6.9	?	?	-5.4%	-5.4	20.6µM*	21.2%	?
CCC12CN3CC(CC)(CN(C1)C3c1c(C)[nH]c(=O)[nH]c1=O)C2=O (centres undefined)	2.7%	4.1	/	/	4.4%	/	/	/	?
CC1(CCCc2ccc(N(CCCl)CCCl)cc2)NC(=O)NC1=O (centres undefined)	-3.4%	10.0	-1.0%	-0.2%	-5.0%	0.5	/	/	6.6%
Cc1ccc(-c2nc3ccccc3c(=O)n2-c2cc(C)ccn2)cc1	-0.3%	8.4	14.7%	1.2%	-18.1%	0.0	-3.0%	-5.6%	14.6µM*
c1ccc(CC(NCc2ccco2)c2ccccc2)cc1 (centres undefined)	-2.5%	-5.4	-0.2%	-5.2%	6.9%[7.66 µM]	17.3	12.6%	7.5%	-13.2%
Cc1ccc(NC(=O)N(Cc2ccc3c(c2)OCO3)C2CCN(Cc3ccccc3)CC2)cc1Cl	?	-25.8	/	/	-25.0%	/	/	/	0.0%
CC1([N+](=O)[O-])COP(=O)(Nc2ccc(Cl)cc2)OC1 (centres undefined)	7.9%	-0.5	-2.3%	-0.1%	-1.8%	-1.1	0.7%	-4.1%	-17.9%
CC(C)(C)C(=O)N1Cc2cc(N3CCCCC3)ccc2-n2nncc2C1	-0.8%	6.8	9.2%	4.7%	-2.4%	-4.6	/	/	-1.7%
O=c1[nH]c2ccccc2c(=O)n1-c1ccc(Cl)cc1Cl	-15.6%	0.8	-4.1%	-26.2%	3.9%[7.66 µM]	-8.7	2.4%	-2.2%	?
CCOC(=O)/C(C#N)=C1/C=C(C)NC(c2ccccc2O)=N1	3.1%	17.5	?	?	3.6%	-63.9*	6.51µM*	6.1%	0.0%
O=c1c2ccccc2nc(-c2cccs2)n1-c1ccccc1	-10.4%	0.7	-1.5%	-1.3%	-0.3%	9.0	19.1%	-4.4%	?
CCCCCn1c(=O)c(C(=O)Nc2nc(CC(=O)OCC)cs2)c(O)c2ccccc21	-27.4%	0.4	10.9%	8.4%	0.2%	-3.2	-2.7%	-3.4%	6.51µM*
CCCOc1ccc(CSc2nc3ccccc3[nH]2)cc1	-3.2%	10.7	?	11.2µM*	-9.5%	-55.5*	28.3%	-2.6%	?
O=S(c1ccccc1)c1ccccc1	-12.7%	-12.3	-3.9%	18.5%	4.9%	-13.6	-21.9%	-2.8%	35.2%
Cc1c(C(=O)NN)[nH]c2ccc([N+](=O)[O-])cc12	17.7%	-13.8	?	?	?	9.9	8.9%	-2.6%	3.9%
NS(=O)(=O)c1ccc(CNC(=O)COc2ccc3c4c(c(=O)oc3c2)CCCC4)cc1	28.1%	0.8	27.3%	14.3%	-10.9%	?	?	23.2%	6.3%
O=C(CN1CC(c2ccccc2)CC1=O)NCc1ccc(F)cc1 (centres undefined)	-32.5%	2.0	-11.2%	-2.1%	1.1%	-11.1	-5.9%	1.9%	8.4%
CCCCCCCCOC(=O)c1c(CSC(=N)N)n(C)c2cc(Br)c(OC(C)=O)cc12	0.1%	2.9	?	?	?	-3.2	3.26µM*	?	?
Clc1cccc(C2NCCc3[nH]cnc32)c1 (centres undefined)	3.9%	5.5	3.3%	3.8%	0.6%	30.5	-1.6%	2.9%	0.0%
CS(=O)(=O)Nc1ccccc1C(=O)Nc1cc(Cl)cc(Cl)c1	-19.1%	12.5	?	11.2µM*	?	-55.5*	-2.9%	-4.1%	-7.2%
C=CCNC(=O)c1ccccc1NC(=O)c1ccc(Cl)c(S(=O)(=O)Nc2cc(C)ccc2C)c1	-8.4%	9.2	?	?	-9.0%	26.4	-1.6%	-2.5%	20.6µM*
O=C1NC(=S)NC(=O)C1=Cc1ccc(OCc2ccccc2)cc1	-3.9%	-4.6	11.0%	10.7%	11.8%	-14.9	1.9%	-5.6%	11.3%
Cc1cc(OC(=O)CCCNC(=O)OC(C)(C)C)c2c3c(c(=O)oc2c1)CCC3	-8.0%	0.8	-19.1%	-18.4%	4.0%	21.6	14.1%	-17.4%	0.0%
CC(C)=CCN1CC[C@@]2(C)c3cc(O)ccc3C[C@@H]1C2C (some centres undefined)	0.0%	-48.5	8.8%	-23.3%	-8.7%	2.6	5.3%	-0.9%	-20.5%
O=C(CN1C(=O)CN=C(c2ccccc2)c2ccccc21)Nc1cccc(C(F)(F)F)c1	6.5%	6.8	/	/	-14.0%	/	/	/	-4.6%
O=c1c2ccccc2nc(/C=C\c2ccccc2F)n1-c1ccc(O)cc1	-2.8%	2.6	/	/	-0.4%	/	/	/	1.1%
O=C1NC(=O)N(Cc2ccccc2)C(=O)/C1=C/N1CCCc2ccccc21	-6.7%	-1.2	-1.2%	-0.2%	24.3%	35.3	-10.4%	8.7%	1.4%
COC(=O)C1=C(c2ccc(F)cc2OCc2ccccc2)C[C@@H]2CC[C@H]1N2C(=O)NCc1ccco1	6.0%	-9.2	-3.8%	-1.5%	-19.6%	1.2	25.1%	-1.7%	10.1%
COc1c(/C=C2/C(=O)NC(=O)N(C)C2=O)c(CCN(C)C(=O)c2ccccc2)cc2c1OCO2	0.0%	-24.7	5.8%	9.3%	0.0%	13.3	35.1%	5.7%	-15.6%
Cc1ccc(C2=NC(C)(C)N3C2C3c2ccc([N+](=O)[O-])cc2)cc1 (centres undefined)	?	0.5	1.4%	-1.3%	14.0%	0.0	-1.1%	2.5%	18.4µM*
COC1=C(C)C(=O)C2=C(C1=O)C(CO)N1C(C#N)C3CC4C(C1C2N1CCOC41)N3C (centres undefined)	?	2.3	-17.2%	0.651µM*	-62.3%	-102.5*	-1.9%	?	0.581µM*
COc1ccc(CS(=O)(=O)/C(Cl)=C(/Cl)C(=O)Nc2ccc(OC)nc2)cc1	?	-17.0	23.1µM*	8.2µM*	11.2µM*	-120.4*	0.411µM*	0.82µM*	3.66µM*

Source: PubChem

Not all compounds are listed, so the mix of outcomes need not match the whole.
